RTF Ca sens act – cardiac RTF calcium sensitivity activators, primary screen, biochemical, IANBD-TnC fluorescence, EC20 calcium. activation, % at 7.2 µM. IANBD-labeled TnC RTF fluorescence at EC20 calcium; 0% EC20 calcium, 100% full calcium. Troponin I, cardiac muscle (Homo sapiens) + Troponin T, cardiac muscle (Homo sapiens) + …. 0.24% of 340,000 active;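 active = activation above the mean over all tested compounds plus 3 SD, cut at about 30% in these data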;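 note: rise in fluorescence read as greater calcium sensitivity of cardiac thin filaments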
V-ATPase pHluor – regulators of yeast V-ATPase proton pumping, primary screen, pHLuorin cytosolic pH fluorescence. S. cerevisiae. response, % at 10 µM. 0.37% of 350,000 active. AID 504577, 2011; in the data active = response mostly above about 7.3%, no sharp cut-off; inactive = mostly below about 5.4%; note: actives read high; inactives centre near 0; some compounds called inactive have numbers as strong as hits; reference of the scale not given here
C-LANA FP – inhibitors of KSHV C-LANA binding to DNA, primary screen, biochemical, fluorescence polarization, FAM-LBS DNA, MBP-C-LANA, single point; Kaposi's sarcoma herpesvirus LANA C-terminal domain (residues 932-1162) DNA binding; inhibition, % at 9 µM; 0.078% of 340,000 active; AID 504423, 2011;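 active = highest replicate inhibition at or above 60% at 9 µM, even if other replicates fall short; inactive = all replicates below 60% inhibition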;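 note: 0% = neutral control wells and 100% = 4 µM acridine orange control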
MOR-DOR inv ag – inverse agonists of MOR-DOR heterodimerization, primary screen, cell-based, luminescence. Mu-type opioid receptor (Homo sapiens) + Delta-type opioid receptor (Homo sapiens), …. cell-based MOR-DOR heterodimer luminescence, inverse agonism. inhibition, % at 9.3 µM. 0.21% of 340,000 active; in the data active = inhibition above about 22%, passing the limit was not always enough;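 note: 0% = cells with DMSO and 100% = wells without cells with DMSO; values of inactives mirror those of a sister screen read the other way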
RTF Ca sens inh – cardiac RTF calcium sensitivity inhibitors, primary screen, biochemical, IANBD-TnC fluorescence, EC70 calcium | Troponin I, cardiac muscle (Homo sapiens) + Troponin T, cardiac muscle (Homo sapiens) + … | IANBD-labeled cardiac RTF, Ca2+ fluorescence | inhibition, % at 7.15 µM | 0.12% of 340,000 active;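 active = inhibition above the mean inhibition of all tested compounds plus 3 SD, cut at about 17% in these data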;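 note: assay run at fixed EC70 calcium of 1.6 mM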
OPRM1-OPRD1 ag – agonists of OPRM1-OPRD1 heterodimerization, primary screen, cell-based, luminescence | Mu-type opioid receptor (Homo sapiens) + Delta-type opioid receptor (Homo sapiens), … | cells | activation, % at 9.3 µM | 0.3% of 340,000 active; in the data active = activation above about 18%;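 note: 0% = vehicle-treated cells and 100% = reference agonist; values of inactives mirror those of a sister screen read the other way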
HTR5A ag ctr – HTR5A agonists in luminescence cell assay, primary screen, counter-screen for OPRM1-OPRD1 heterodimer agonist project, full-deck HTS; cell-based; 0.61% of 340,000 active; activation, % at 9.3 µM; in the data active = activation mostly above about 9.5%, no sharp cut-off; inactive = mostly below about 7.6%;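 note: 0% = cells with vehicle only and 100% = reference agonist; strong numbers were not always called active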
Target sequence (P47898 whole entry, looked up): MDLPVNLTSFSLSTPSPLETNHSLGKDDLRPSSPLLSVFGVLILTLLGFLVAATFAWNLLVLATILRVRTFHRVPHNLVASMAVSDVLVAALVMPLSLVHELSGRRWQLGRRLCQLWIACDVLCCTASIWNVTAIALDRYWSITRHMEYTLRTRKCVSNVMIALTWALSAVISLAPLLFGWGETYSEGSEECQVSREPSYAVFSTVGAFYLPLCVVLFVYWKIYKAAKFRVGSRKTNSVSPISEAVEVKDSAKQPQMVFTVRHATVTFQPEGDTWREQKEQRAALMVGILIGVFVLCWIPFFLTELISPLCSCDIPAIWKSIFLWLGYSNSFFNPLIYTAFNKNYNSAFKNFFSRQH
Keap1 Nrf2 FP – Keap1-Nrf2 protein-protein interaction inhibitors, primary screen, biochemical, fluorescence polarization, single point. inhibition, % at 9.4 µM. Kelch-like ECH-associated protein 1 (Homo sapiens), Q14145. 0.15% of 340,000 active. Keap1 Kelch-Nrf2 peptide fluorescence polarization, 1536-well; in the data active = inhibition above about 12%;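 note: human Keap1 Kelch domain with fluorescein labeled Nrf2 9mer peptide probe; 0% = neutral control wells and 100% = peptide positive control; higher means more block of Keap1 binding to Nrf2 peptide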
Target sequence (Q14145 whole entry, looked up, the tested form may be a part): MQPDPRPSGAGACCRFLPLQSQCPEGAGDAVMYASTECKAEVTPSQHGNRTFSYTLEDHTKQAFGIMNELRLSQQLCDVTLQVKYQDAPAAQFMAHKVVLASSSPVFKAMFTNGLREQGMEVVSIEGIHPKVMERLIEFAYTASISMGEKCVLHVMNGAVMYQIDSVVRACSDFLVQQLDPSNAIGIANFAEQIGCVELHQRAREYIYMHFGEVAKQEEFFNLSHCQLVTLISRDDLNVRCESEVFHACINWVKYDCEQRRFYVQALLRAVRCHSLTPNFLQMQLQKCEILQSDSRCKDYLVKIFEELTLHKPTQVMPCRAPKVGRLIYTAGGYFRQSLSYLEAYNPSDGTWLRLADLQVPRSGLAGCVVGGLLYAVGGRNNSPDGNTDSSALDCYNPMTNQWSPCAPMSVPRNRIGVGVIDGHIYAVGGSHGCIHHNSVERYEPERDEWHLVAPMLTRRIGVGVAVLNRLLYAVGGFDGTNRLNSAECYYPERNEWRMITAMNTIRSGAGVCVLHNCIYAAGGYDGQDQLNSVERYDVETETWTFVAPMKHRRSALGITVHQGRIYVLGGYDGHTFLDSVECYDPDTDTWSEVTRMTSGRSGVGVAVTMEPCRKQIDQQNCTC
CAL PDZ FP – untagged CAL PDZ binding inhibitors, primary screen, biochemical, fluorescence polarization, HTS; Golgi-associated PDZ and coiled-coil motif-containing protein (Homo sapiens), Q9HD26; purified CAL PDZ, TMR-peptide fluorescence polarization, 1 h; inhibition, % at 24.9 µM; 0.92% of 300,000 active;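 active = mean inhibition of at least 30% with at least half of replicates also reaching 30%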;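 note: 0% = DMSO neutral control and 100% = excess unlabeled competitor peptide PRC23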
HTR5A inv ctr – HTR5A inverse agonists in luminescence cell assay, primary screen, counter-screen for OPRM1-OPRD1 heterodimer inverse agonist project, full-deck HTS; 5-hydroxytryptamine receptor 5A (Homo sapiens), P47898; inhibition, % at 9.3 µM; HTR5A cell line, inverse agonism; 0.083% of 340,000 active; in the data active = inhibition mostly above about 23%, no sharp cut-off; inactive = mostly below about 18%;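 note: 0% = cells with DMSO and 100% = no-cell wells with DMSO; some compounds called inactive have numbers as strong as hits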
Numbers without * were called inactive; / = not tested or not shown.

SMILES	RTF Ca sens act	V-ATPase pHluor	C-LANA FP	MOR-DOR inv ag	RTF Ca sens inh	OPRM1-OPRD1 ag	HTR5A ag ctr	Keap1 Nrf2 FP	CAL PDZ FP	HTR5A inv ctr
CCCCn1c(N)c(N(Cc2ccccc2OC)C(=O)CN2C(=O)NC3(CCCC3)C2=O)c(=O)[nH]c1=O	3.5	-1.0	0.1	2.2	-13.8	-0.3	3.4	-3.6	-3.0	-10.2
Cc1csc(NC(=O)CS(=O)(=O)Cc2ccccc2)n1	4.2	-0.2	1.1	-1.6	-7.2	0.3	-6.4	0.3	-2.1	15.2
CC1CCCN(CCOCCOc2ccc(Br)cc2Cl)C1 (configuration not stated)	-4.1	1.4	-0.3	4.8	-12.0	-0.9	-0.6	-0.7	7.1	-20.4
O=C1C=C(c2ccc3[nH]ccc3c2)CCC1	-3.4	-0.6	1.3	7.9	-10.0	-1.4	10.9	0.0	-2.5	-29.2
CC(=O)Nc1ccc(Nc2cc(C)nc(Nc3ccc(NC(C)=O)cc3)n2)cc1	-2.2	-3.1	-1.2	2.8	-2.5	-0.7	5.8	-0.9	1.3	-14.6
CCCCN(C(=O)c1ccc(C)o1)c1c(N)n(CCCC)c(=O)[nH]c1=O	-3.5	9.2	0.6	3.9	-0.3	-0.8	4.0	-1.8	/	-9.4
COc1cccc(NC(=S)NN2CCN(C)CC2)c1	-4.5	-1.2	0.3	20.8	-7.3	-4.9	3.9	-6.3	-8.7	13.0
C=CCN(CC=C)CCCOc1ccc(C)cc1OC	6.2	-6.2	-0.9	11.8	-7.2	-2.5	6.6	-2.5	0.3	12.8
COC(=O)C(C)Sc1nnc2n(-c3cccc(C)c3)c(=O)c3c4c(sc3n12)CCCC4 (configuration not stated)	-2.1	-2.1	0.8	14.0	-5.5	-2.4	-4.1	0.6	/	12.1
COc1ccc(NC(C)C(=O)Nc2cc(C(F)(F)F)ccc2N2CCOCC2)c(OC)c1 (configuration not stated)	0.7	4.9	-1.3	3.2	9.2	-0.5	-6.8	0.7	-1.7	16.9
O=C(O)C1C2C=CC(C2)C1C(=O)NCc1ccco1 (configuration not stated)	2.8	1.0	3.6	9.3	-8.2	-1.9	1.4	4.3	/	21.8
O=C(Cc1ccccc1)NC(=S)Nc1cccc(C(F)(F)F)c1	-2.6	3.8	-0.2	-9.4	-4.3	2.0	2.0	-3.1	10.5	-7.2
CN(C(=O)CCNC(=O)Cn1cnc2ccccc2c1=O)c1ccc(F)cc1	-7.0	-1.9	-0.4	0.8	2.2	-0.1	-1.1	-4.3	-5.1	3.4
CC(C)CC1Nc2ncnc(N3CCCCC3)c2N(Cc2ccc(Br)cc2)C1=O (configuration not stated)	5.2	-0.3	1.7	1.6	-0.9	-0.3	2.7	-2.3	3.9	5.7
COc1cc(NC(=O)CCNS(=O)(=O)c2cc(Br)cnc2N)cc(OC)c1	-5.8	0.4	-1.4	-3.0	-2.1	0.6	4.8	-2.1	-1.2	13.1
CC(C)c1nc(CNC(=O)CC2C(=O)NCCN2Cc2cccc(F)c2F)cs1 (configuration not stated)	5.2	0.3	-0.1	11.7	-5.8	-2.2	2.9	-4.7	1.0	10.0
CCCCOc1ccc(C(=O)OCC(=O)Nc2cc(C)c(C)cc2[N+](=O)[O-])cc1	-5.1	0.0	0.8	10.9	-10.4	-1.6	3.6	0.1	-0.7	-8.8
CC(C)(C)NC(=O)c1cc([N+](=O)[O-])ccc1N1CCCCC1	-1.5	3.1	0.1	14.9	-1.0	-2.9	-1.2	0.7	-0.9	10.2
Cc1ccc(C2CC(C(F)(F)F)n3nc(C(=O)Nc4c(C)n(C)n(-c5ccccc5)c4=O)cc3N2)cc1 (configuration not stated)	-0.6	-3.1	-1.2	-1.0	-7.3	0.2	-4.3	-3.5	-2.8	11.4
COc1ccc(C2C3=C(CCCC3=O)Nc3nc(C(F)(F)F)nn32)c(OC)c1OC (configuration not stated)	1.9	3.5	-0.6	14.9	-6.8	-2.7	-5.7	-4.1	-1.0	16.1
CC(=O)N1CCN(C2=Nc3cccc4cccc2c34)CC1	3.9	-0.2	7.7	-3.7	-10.6	0.6	2.5	-0.5	1.3	-13.9
COc1cccc(-c2nc(NCc3cccnc3)c3ccccc3n2)c1O	1.1	5.9	0.1	5.2	-10.2	-1.2	11.0*	-2.3	-6.7	-38.7
Brc1c(-c2ccc3c(c2)OCO3)nc2ncccn12	1.8	-0.6	-1.1	16.4	-16.9	-3.4	4.0	-1.8	1.3	-20.1
Cc1ccccc1-n1ncc2c(SCC(=O)NC3CCCC3)ncnc21	-2.3	3.3	0.6	-9.4	-20.7	1.5	4.0	-2.5	-5.5	-11.4
CC(=O)Nc1ccc(/C=N/NC(=S)NC(C)C)cc1	11.8	1.4	0.0	4.8	9.3	-1.0	-4.9	-4.9	-0.3	12.2

Shown with values under each structure: part of the list above.
Below each compound: RTF Ca sens act, V-ATPase pHluor, C-LANA FP, MOR-DOR inv ag, RTF Ca sens inh, OPRM1-OPRD1 ag, HTR5A ag ctr, Keap1 Nrf2 FP, CAL PDZ FP, HTR5A inv ctr
> CN(C(=O)CCNC(=O)Cn1cnc2ccccc2c1=O)c1ccc(F)cc1
→ -7.0, -1.9, -0.4, 0.8, 2.2, -0.1, -1.1, -4.3, -5.1, 3.4
> CC(C)CC1Nc2ncnc(N3CCCCC3)c2N(Cc2ccc(Br)cc2)C1=O (configuration not stated)
→ 5.2, -0.3, 1.7, 1.6, -0.9, -0.3, 2.7, -2.3, 3.9, 5.7
> COc1cc(NC(=O)CCNS(=O)(=O)c2cc(Br)cnc2N)cc(OC)c1
→ -5.8, 0.4, -1.4, -3.0, -2.1, 0.6, 4.8, -2.1, -1.2, 13.1

Next section.
SMILES	RTF Ca sens act	V-ATPase pHluor	C-LANA FP	MOR-DOR inv ag	RTF Ca sens inh	OPRM1-OPRD1 ag	HTR5A ag ctr	Keap1 Nrf2 FP	CAL PDZ FP	HTR5A inv ctr
O=C(O)c1ccccc1Nc1ccc2nonc2c1[N+](=O)[O-]	7.0	-1.6	-1.3	12.0	-0.3	-2.1	-1.0	-5.9	-3.9	3.8
CC(C)=NN1C(=O)c2ccccc2NC1(C)C	2.5	-1.8	1.3	15.9	0.3	-3.2	0.0	1.0	-3.7	-31.2
COc1ccc(C(=O)CC(CC(=O)c2ccc(OC)cc2)C(=O)O)cc1	7.3	4.3	-1.3	4.7	-4.4	-0.9	-0.5	-3.0	-1.8	-30.5
Cc1[nH]nc(-c2ccc(O)cc2O)c1-c1ccc(Cl)cc1	0.1	2.6	-1.0	5.3	1.8	-1.0	3.8	-0.9	-0.6	-6.9
COc1cccc(CNC(=O)COC(=O)CCCNC(=O)c2ccc(Cl)cc2)c1	-0.3	-2.5	0.2	15.5	-3.0	-3.0	1.1	1.4	-7.9	-2.7
Cc1csc(NC(=O)CSc2ccc(-c3ccc(F)cc3)nn2)n1	-0.1	-2.1	-0.3	5.0	-2.5	-1.1	-0.1	4.6	-2.1	18.5
Cc1ccc(C(C(=O)NC2CCCC2)N2CCCCC2)cc1 (configuration not stated)	3.6	4.6	-0.8	6.4	-9.7	-1.2	-4.4	-6.3	-4.7	12.3
CCc1nn2c(=O)cc(COc3cccc(NC(=O)c4ccco4)c3)nc2s1	2.3	-3.4	-1.0	21.9	-4.4	-4.4	-3.2	-3.8	-1.0	2.2
CCOC(=O)/C(=N/Nc1ccccc1)c1csc(Nc2ccccc2)n1	-3.0	-1.0	-1.7	5.9	4.3	-1.0	1.6	-6.0	0.8	6.6
COC(=O)CCSCC(=O)Nc1cc(C)on1	1.9	-8.8	0.8	8.5	2.4	-1.6	0.2	-4.6	-1.1	-16.7
Cc1c(N=C2N=C(NC(=O)Nc3ccc(Cl)cc3)c3ccccc32)c(=O)n(-c2ccccc2)n1C	23.8	-3.5	17.1	0.8	-4.0	-0.1	0.1	-7.6	/	-15.4
O=c1[nH]c(=S)[nH]cc1S(=O)(=O)c1cccc(Cl)c1	-0.3	0.7	0.0	19.6	-1.6	-4.3	-0.6	-8.0	-5.4	2.2
CC(OC(=O)C1CC1C)C(=O)Nc1ccc(Cl)cn1 (configuration not stated)	-6.5	-21.1	-0.1	12.3	-18.5	-2.4	-3.4	4.2	-1.9	8.3
Cc1ccc(C(=O)/C=C2/NC(=O)CS2)cc1	0.8	1.3	5.7	10.9	-4.5	-1.8	0.1	-0.5	-3.3	2.1
O=C(COC(=O)CCc1c[nH]c2ccccc12)Nc1ccc([N+](=O)[O-])cc1	1.2	1.1	-0.2	-28.3	-4.1	4.7	0.7	-1.8	-3.3	-1.7
CCOC(=O)c1[nH]c(C)c(/C(O)=C2\C(=O)C(=O)N(CCCN3CCOCC3)C2c2cccnc2)c1C (configuration not stated)	5.6	-0.1	0.6	-1.9	3.2	0.3	0.2	0.8	6.4	13.9
O=C(c1ccco1)N1CCN(Cc2ccc(Cl)cc2)CC1	-0.7	2.1	-1.5	-5.7	-7.3	1.4	-7.1	-1.4	2.8	17.8
O=C(NNc1ccc(C2CCCCC2)cc1)C(O)(c1ccccc1)c1cccs1 (configuration not stated)	3.9	-0.1	1.1	23.5	4.8	-4.3	-0.9	-0.9	-0.3	3.3
CCN(CC)C(=O)CSc1nnc(-c2cccc(OC)c2)o1	2.1	-0.9	-0.8	8.9	-5.8	-1.7	-2.0	1.6	-2.3	-8.5
COc1ccc(/C=N\NC(=O)c2ccccc2F)cc1COc1ccc(F)cc1	-3.7	-3.2	-0.7	7.0	3.2	-1.3	3.9	-3.1	-1.8	-12.4
Cc1nc2ccc(S(=O)(=O)NCC(=O)Nc3ccc(F)cc3)cc2s1	1.4	2.7	-1.0	6.8	-3.4	-1.3	-2.5	4.0	/	-4.9
N#CCCn1cc(/C=N/O)c(-c2ccc(F)cc2)n1	0.5	-0.2	0.7	17.1	2.4	-4.1	2.7	-0.7	-2.4	2.9
COc1ccc(-c2nnc3ccc(SCC(=O)N4CCN(c5ccccc5)CC4)nn23)cc1	0.1	1.1	0.9	12.4	5.4	-2.3	-1.8	-1.2	2.2	4.8
Cc1ccc(S(=O)(=O)N2CCOCC2)cc1C(=O)N1CCN(c2ncccn2)CC1	-5.3	-6.0	0.3	16.1	3.4	-3.3	0.7	2.9	50.8*	-2.2
CCC(C)Sc1ccc([C@@H]2[C@@H]3C(=O)N(CC)C(=O)[C@@H]3[C@]3(C(=O)OC)CCCCN23)cc1 (some centres not stated)	-1.4	-0.9	2.9	-9.9	6.7	1.7	2.4	-1.0	-0.9	-19.6
COc1ccc(NC(=O)C2CCN(S(=O)(=O)c3ccc4c(c3)NC(=O)C(C)S4)CC2)cc1 (configuration not stated)	-1.8	2.3	-0.3	12.8	-1.6	-2.5	4.0	2.9	-0.8	13.2

Bioassay records (PubChem BioAssay)

This is a random part of the collection, and some 2.8% of all compounds hit somewhere here.
